# SRC2 TRFRET art: flags TR-FRET format artefacts in PPARgamma SRC-2 recruitment agonist screen; AID 1049; 200,000 tested, 0.4% active; TR-FRET ratio at 8 µM; TR-FRET artefact counter-screen; hits give high values; in the data active means TR-FRET ratio above about 2000; further: inactives centre near 1500; reference of the scale not given here
# HMGR II inh: E. faecalis class II HMG-CoA reductase inhibition. AID 1066. purified E. faecalis HMGR, NADPH absorbance 340 nm kinetic. 190,000 tested, 0.41% active. inhibition, % at 10 µM;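 active means inhibition above a set limit, the median over all tested compounds plus 3 SD, cut at about 9.5% in these data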;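 further: enzyme runs in reverse so mevalonate oxidation gives rising NADPH absorbance; 0% = complete reaction with DMSO and 100% = background rate lacking mevalonate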
# S1P3 antagonist: S1P3 (human) receptor antagonism. 170,000 tested, 0.27% active. CHO S1P3 NFAT-BLA reporter, FRET fluorescence, antagonist mode. inhibition, % at 4.98 µM. Q99500;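 active means inhibition above the plate cutoff, the mean inhibition of test wells on that plate plus 3 SD, cut at about 28% in these data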;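 further: cells challenged with S1P at its EC80 of 0.8 µM; blue over green emission ratio from cleaved BLA substrate after 4 h stimulation; 0% = S1P-stimulated wells and 100% = unstimulated DMSO-only wells; some compounds past the cut are filed as inactive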
# Target sequence (Q99500 whole entry, looked up): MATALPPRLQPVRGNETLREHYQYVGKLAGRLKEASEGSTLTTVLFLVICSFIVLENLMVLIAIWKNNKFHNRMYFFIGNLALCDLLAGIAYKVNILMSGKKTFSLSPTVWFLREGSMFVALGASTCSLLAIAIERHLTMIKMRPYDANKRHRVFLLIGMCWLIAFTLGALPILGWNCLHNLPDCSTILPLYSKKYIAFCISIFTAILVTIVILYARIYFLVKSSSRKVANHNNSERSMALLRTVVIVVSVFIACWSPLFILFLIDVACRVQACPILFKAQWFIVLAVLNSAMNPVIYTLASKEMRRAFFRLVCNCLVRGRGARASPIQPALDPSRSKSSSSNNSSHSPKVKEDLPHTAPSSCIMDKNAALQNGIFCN
# ROMK mod: modulates human ROMK potassium channel activity; P48048; Tet-inducible ROMK, thallium flux fluorescence; actives lie on both sides; B-score at 10 µM; 130,000 tested, 2% active; AID 1918;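 active means signal ratio slope over the read window, or its plate-corrected B-score, at least 3 SD from the plate mean, either direction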;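 further: B-score of the F/F0 ratio slope over 7 to 12 s after thallium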
# bIAP inh: intestinal alkaline phosphatase (bovine) inhibition | AID 1019 | 190,000 tested, under 10 active | purified bovine IAP, CDP-star luminescence, 30 min | inhibition, % at 20 µM;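 active means over 50% inhibition of intestinal alkaline phosphatase at 20 µM in the single-dose screen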
#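 Assay system: bovine IAP enzyme; medium: DEA buffer 100 mM, pH 9.8, with MgCl2 1.0 mM, ZnCl2 0.02 mM; doses: 20 µM single dose; incubation: enzyme reaction for 30 min at room temperature; detection: CDP-star luminescence signal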
# RAM network inh: inhibitors of the yeast RAM network; S. cerevisiae dse1pr::URA3 reporter, 5-FOA growth OD615, 2 d; analog-sensitive cbk1-as2 kinase mutant strain; inhibition, % at 50 µM; 190,000 tested, 1.8% active; AID 868;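 active means inhibition above a set limit, 3 SD over mean compound inhibition, cut at about 8.4% in these data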;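 further: 0% = DMSO-only wells with no growth and 100% = 10 µM 1-NA-PP1 full growth; inhibition rescues growth on 5-FOA so higher OD means more RAM inhibition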
# L major viab: reduces viability of Leishmania major promastigotes; resazurin fluorescence viability; inhibition, % at 10 µM; 200,000 tested, 9% active; in the data active means inhibition above about 50%;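 further: promastigotes grown with compound for 44 hours at 28 °C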
# PPARg SRC1 recr: agonists of human PPARgamma SRC-1 coactivator recruitment; P37231; PPARgamma-SRC-1 coactivator recruitment biochemical assay; activation, % at 8 µM; 200,000 tested, 0.41% active; AID 631; in the data active means activation above about 19%;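 further: 0% = DMSO and 100% = reference agonist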
# Target sequence (P37231 whole entry, looked up): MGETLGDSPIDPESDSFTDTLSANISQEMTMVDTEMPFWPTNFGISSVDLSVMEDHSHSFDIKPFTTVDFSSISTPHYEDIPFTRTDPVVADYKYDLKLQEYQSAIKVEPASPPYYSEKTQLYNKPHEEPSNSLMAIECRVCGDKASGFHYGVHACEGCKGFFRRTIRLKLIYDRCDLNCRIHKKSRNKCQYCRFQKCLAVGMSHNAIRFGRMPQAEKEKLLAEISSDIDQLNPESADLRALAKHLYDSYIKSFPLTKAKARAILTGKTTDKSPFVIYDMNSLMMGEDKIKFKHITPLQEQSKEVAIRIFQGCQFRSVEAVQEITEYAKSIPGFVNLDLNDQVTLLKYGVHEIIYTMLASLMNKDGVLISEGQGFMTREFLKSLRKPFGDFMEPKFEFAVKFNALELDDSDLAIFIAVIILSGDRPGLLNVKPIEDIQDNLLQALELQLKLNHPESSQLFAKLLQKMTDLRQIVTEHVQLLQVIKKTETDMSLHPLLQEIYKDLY
# PPARg SRC-3 ag: PPARgamma-driven SRC-3 recruitment agonism. P37231. biochemical PPARgamma/SRC-3 coactivator recruitment assay. activation, % at 8 µM. 200,000 tested, 0.26% active. AID 731; in the data active means activation above about 23%;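 further: 0% = DMSO and 100% = reference agonist; some compounds past the cut are filed as inactive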
# DTT redox prof: compounds producing H2O2 with reducing agent – biochemical, NIH compound library profiling, artefact control for MLSCN library redox annotation, primary screen; 200,000 tested, 0.03% active; AID 878; activation, % at 10 µM; DTT-dependent redox cycling H2O2, phenol red/HRP absorbance; 100% = 100 µM peroxide control, 0% = buffer;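 active means activation of at least 50% relative to the plate's high and low controls in the primary single-dose screen; inactive means activation below 50%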;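 further: compound incubated with DTT at 0.8 mM final as the reducing agent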
# PPARg SRC-2 ag: agonists of SRC-2 recruitment by human PPARgamma | P37231 | AID 1032 | activation, % at 8 µM | 200,000 tested, 0.34% active | PPARgamma LBD-SRC-2 recruitment, biochemical; in the data active means activation above about 22%;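 further: 0% = vehicle and 100% = reference agonist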
# The depositor's hits bear a star; nt = not tested or not shown.
SMILES	RAM network inh	PPARg SRC-2 ag	ROMK mod	PPARg SRC-3 ag	L major viab	DTT redox prof	HMGR II inh	S1P3 antagonist	SRC2 TRFRET art	PPARg SRC1 recr	bIAP inh
CCOC(=O)CNC(=O)c1ccc2c(c1)OCCO2	0.5	-13.6	0.3	-1.3	-1.1	1.3	0.1	5.3	1631	-6.6	2.2
COc1ccc(-n2cnnc2SCC(=O)Nc2cccnc2Cl)cc1	4.0	0.9	0.0509	2.8	-13.7	-1.9	-4.8	4.8	1508	4.9	-7.6
CCCCCCCCCS(=O)(=O)N/N=C/c1cccc([N+](=O)[O-])c1	8.7*	4.5	-0.96	2.6	-4.1	0.2	0.3	nt	1639	3.8	2.4
Cc1nc2c(-c3ccc(Cl)cc3)c(C)[nH]n2c(=O)c1Cc1ccccc1	0.9	-2.1	-0.297	2.9	99.5*	7.5	-3.9	-10.6	1597	7.3	8.7
Cc1c2c(n3c(nc4ccccc43)c1C#N)N(CCN1CCOCC1)CC2	2.3	1.8	-0.419	5.3	5.0	-0.1	-3.9	-9.8	1766	-5.2	-47.2
O=C(CSc1nnc(SCc2ccc(Cl)cc2)s1)N/N=C/c1c[nH]c2ccccc12	2.2	-3.6	nt	-2.6	64.7*	0.1	-7.1	0.8	1347	-10.5	6.0
COc1cc(Br)cc2cc(C(=O)OC3CCN(C)CC3)c(=O)oc12	nt	5.5	-0.0771	2.5	12.9	0.2	nt	nt	1508	-2.9	nt
Cc1cccc(-n2ncc3c(N4CC(C)CC(C)C4)ncnc32)c1 (stereo not drawn)	4.6	-1.3	nt	4.1	11.0	-2.0	-4.9	16.3	1626	-2.7	-4.2
CCC(C)(C)n1nnnc1C(c1ccc(OC)c(OC)c1)N1CCN(c2ccc(F)cc2)CC1 (stereo not drawn)	1.2	-1.1	nt	-1.8	13.3	2.9	4.1	1.6	1621	4.6	5.9
COc1ccc(Cc2[nH]n3c(=O)cc(C)nc3c2-c2ccccc2)cc1	2.5	-2.3	-0.012	4.9	2.0	-0.5	-7.6	-7.1	1307	-6.8	-0.2
O=C(NCCc1c[nH]c2ccccc12)C(=O)NCC(c1ccco1)N1CCN(c2ccccc2F)CC1 (stereo not drawn)	6.5	-7.5	0.574	-4.2	75.6*	0.3	0.7	-3.5	1537	0.0	11.7
COC(=O)CCC(=O)NNC(=O)c1cccc(Br)c1	0.7	-6.2	-0.581	-4.7	40.8	1.2	-0.8	4.0	1469	-7.2	-12.7
Cc1ccc2ncccc2c1NC(=S)NC(=O)c1ccccc1	2.1	6.2	-1.15	2.0	-4.3	-2.3	-0.4	-5.9	1665	10.1	10.2
O=C(CSc1nc2c(sc3ccccc32)c(=O)n1CCO)NCc1ccco1	7.2	2.4	nt	-4.2	-2.5	-3.8	-11.7	nt	1519	-5.5	-2.9
Cc1ccc(C)c(/C=N/NC(=S)NC(C)C)c1	4.4	-3.6	0.0341	-2.2	-5.3	-0.1	-0.3	1.7	1438	0.6	16.2

# Ordered by heavy-atom count (rising): some entries from above
SMILES	RAM network inh	PPARg SRC-2 ag	ROMK mod	PPARg SRC-3 ag	L major viab	DTT redox prof	HMGR II inh	S1P3 antagonist	SRC2 TRFRET art	PPARg SRC1 recr	bIAP inh
COC(=O)CCC(=O)NNC(=O)c1cccc(Br)c1	0.7	-6.2	-0.581	-4.7	40.8	1.2	-0.8	4.0	1469	-7.2	-12.7
Cc1ccc2ncccc2c1NC(=S)NC(=O)c1ccccc1	2.1	6.2	-1.15	2.0	-4.3	-2.3	-0.4	-5.9	1665	10.1	10.2
Cc1c2c(n3c(nc4ccccc43)c1C#N)N(CCN1CCOCC1)CC2	2.3	1.8	-0.419	5.3	5.0	-0.1	-3.9	-9.8	1766	-5.2	-47.2
O=C(CSc1nnc(SCc2ccc(Cl)cc2)s1)N/N=C/c1c[nH]c2ccccc12	2.2	-3.6	nt	-2.6	64.7*	0.1	-7.1	0.8	1347	-10.5	6.0
CCC(C)(C)n1nnnc1C(c1ccc(OC)c(OC)c1)N1CCN(c2ccc(F)cc2)CC1 (stereo not drawn)	1.2	-1.1	nt	-1.8	13.3	2.9	4.1	1.6	1621	4.6	5.9

# Carrying on:
SMILES	RAM network inh	PPARg SRC-2 ag	ROMK mod	PPARg SRC-3 ag	L major viab	DTT redox prof	HMGR II inh	S1P3 antagonist	SRC2 TRFRET art	PPARg SRC1 recr	bIAP inh
COc1ccc(OC)c(-c2c[n+](=O)c3c(n2[O-])CCCC3)c1	-0.5	0.1	-0.678	5.0	-2.4	-0.4	-0.4	-23.5	1531	3.4	6.3
COc1cccc(C(=O)NNC(=O)C2CC(C)=C(C)CC2C(=O)O)c1 (stereo not drawn)	0.7	-0.9	nt	3.3	-3.8	-1.1	-0.7	nt	1433	1.7	-2.0
COC(=O)C1(CCSC)NC(c2ccccc2OC)C2C(=O)N(C)C(=O)C21 (stereo not drawn)	-0.2	6.7	nt	-6.2	-4.0	-0.5	-1.6	-10.8	1518	-0.8	1.2
CCOc1cccc2sc(N(CCCN(C)C)C(=O)c3ccc(S(=O)(=O)N(C)c4ccccc4)cc3)nc12	-0.9	1.9	nt	5.7	88.3*	0.1	0.5	-16.1	1647	7.8	5.5
O=C(O)C1=C[C@H](c2csc3ccccc23)C[C@H](OCc2ccc(CO)cc2)O1	2.2	14.5	nt	8.7	-10.3	0.3	0.3	-7.5	1599	23.8*	4.6
CCOc1ccc(/C=N/OC(C)C(=O)NCc2ccc3c(c2)OCO3)cc1 (stereo not drawn)	1.1	-6.2	-0.769	0.9	45.0	0.0	-2.8	-1.2	1619	5.6	-2.2
N#Cc1cc(-c2cccc(Cl)c2)c[nH]c1=O	0.5	2.5	nt	-6.1	-5.1	1.4	-5.0	nt	1616	2.0	8.7
CNc1ccc(/C=C/C(=O)c2ccc(C)cc2)cc1[N+](=O)[O-]	7.0	1.3	nt	-5.6	24.0	1.1	-3.9	1.2	1573	7.5	2.7
CCOc1cc(CNCCCN2CCOCC2)cc(Br)c1OCc1ccccc1Cl	0.2	3.2	-1.62*	1.2	100.5*	0.1	-7.7	-2.6	1666	1.8	-12.9
[O-]/C(=C(\C(=S)NCc1ccco1)[n+]1ccccc1)c1ccccc1Br	0.8	3.4	nt	5.7	-1.0	-4.0	-2.8	nt	1511	11.2	5.5
COc1ccc(C(=O)C(OC(=O)c2ccccc2Cl)c2ccccc2)cc1 (stereo not drawn)	10.7*	3.0	nt	-0.3	0.5	0.4	-2.7	-32.1	1521	-5.5	12.4
CCN(CC)c1ccc(C=O)c(OC)c1	1.4	8.4	0.407	1.6	0.3	0.2	-6.0	-11.2	1559	4.5	5.8
CCc1ccc(CCC(=O)Nc2ccc(C)cc2C)o1	1.1	5.6	nt	-6.2	-0.7	0.9	-4.2	24.0	1434	-0.4	16.0
CC(=O)c1c(C)[nH]c(C(=O)CSc2nnc(N)s2)c1C	1.2	3.2	-0.0478	2.2	-12.8	-1.5	-3.2	-1.5	1780	12.9	-6.9
CCN1c2ccccc2-c2nc3ccccc3n2C1c1cccnc1 (stereo not drawn)	-0.1	-3.2	-2.83	-6.9	28.9	0.5	5.0	-9.5	1587	-2.9	-5.2
CC(C)(O)C(=O)NNC(=S)NCc1ccco1	1.4	-4.8	0.0294	4.3	-7.9	-1.1	0.2	4.6	1506	0.8	-23.4
CCOC(=O)NCN1C(=O)C2C3C=CC(C3)C2C1=O (stereo not drawn)	2.6	1.0	nt	-2.5	2.6	1.6	-5.9	nt	1628	-0.3	0.3
CC(/C=C/c1ccc(Cl)o1)=C\C(=O)O	nt	0.7	0.472	2.0	-4.6	0.0	nt	-34.5	1567	1.1	13.7
CCc1cccc(C)c1NC(=O)CSc1nc(-c2ccccc2F)nc2nc[nH]c12	3.7	0.4	-2	-4.9	62.0*	0.1	-2.3	-7.0	1498	1.6	11.0
C=CCOC(=O)C1=C(C)NC(SCC(=O)OCC)=C(C#N)C1c1ccc(O)c(OC)c1 (stereo not drawn)	5.3	10.5	nt	4.6	1.2	-0.3	3.0	2.2	1505	-1.7	9.0
O=C(Nc1cccc2nsnc12)c1ccc2c(c1)OCCO2	1.6	7.8	-0.405	2.3	4.1	1.2	3.3	11.3	1599	12.6	24.7
CCOC(=O)/C=C/C(=O)OCC(=O)Nc1cccc(Br)c1	2.7	3.8	0.756	4.6	-4.5	-0.2	-2.4	1.1	1647	-0.2	21.1
COc1ccc(C(O)P(=O)(O)CCc2ccccc2)cc1 (stereo not drawn)	0.4	-1.9	0.00451	4.1	-8.5	2.4	-4.8	-41.0	1387	2.3	-4.1
COc1cccc(OC)c1C(=O)OCC(=O)/C(C#N)=C(\C)N	0.1	6.3	nt	1.9	-3.9	0.1	2.6	-5.5	1662	-1.4	7.8
CCOC(=O)CSc1nc2ccc(C)cc2cc1C#N	2.0	11.5	-0.903	-0.4	8.0	0.2	0.3	nt	1671	1.3	18.4
COc1cc(NC(=S)NCc2ccc(S(N)(=O)=O)cc2)cc(OC)c1	2.5	-9.0	2.23	0.0	11.8	-0.2	-3.7	4.5	1551	2.0	0.7
CCCn1c(SCC(=O)Nc2cc(C)on2)nc2c1c(=O)n(C)c(=O)n2C	nt	1.1	nt	3.1	9.4	1.2	nt	10.9	1533	-3.1	nt
O=C(NS(=O)(=O)c1ccccc1)c1ccccc1	1.7	12.4	-0.31	-2.7	-5.1	0.2	-1.6	nt	1527	7.2	14.6
COc1ccccc1-n1c(=S)sc2c(=O)n(Cc3ccco3)c(SC)nc21	2.0	-5.3	-1.75	-4.8	12.9	4.0	-5.9	nt	1457	1.1	14.5
COC(=O)c1cccc(Oc2cccc(Cl)n2)c1	0.8	-0.2	-0.165	-2.7	2.3	-2.3	-5.0	10.7	1600	-3.9	-2.4
COC(=O)c1ccc(COc2cc([N+](=O)[O-])cc3cccnc23)o1	3.2	8.1	nt	6.2	19.1	-0.9	-2.9	-11.1	1628	12.4	-21.9
O=C(NC1CC2CCC1C2)C1COc2ccccc2O1 (stereo not drawn)	-0.6	1.1	-0.879	-1.9	-5.5	0.9	3.5	-12.9	1470	-3.3	2.6
O=C1N(Cc2cccnc2)C[C@@H]2C[C@@H](c3ccc(-c4ccccc4)cc3)N3CCC[C@@]123	0.6	16.2	-0.628	5.5	13.0	-0.9	2.0	0.6	1477	-1.4	-8.6
Cc1ccc2c(c1)N(CC(=O)NCc1ccco1)C(=O)CO2	-0.8	5.3	0.818	-12.6	-5.2	0.8	-5.5	nt	1526	2.0	-19.3
CCCn1c(CN2CCN(C(=O)c3ccco3)CC2)nc2c1c(=O)n(C)c(=O)n2C	1.4	2.5	nt	-0.8	-4.6	-0.1	-7.0	-0.4	1406	-3.4	4.8
COC(=O)c1cc(OC)c(OC)cc1NC(=O)Nc1ccc(OC)cc1OC	2.7	-0.7	nt	1.0	-0.9	2.6	-3.0	-12.1	1421	1.5	7.2

# An unsorted share of the library; about 13% have a hit in one of these screens.
